APE1 inh: inhibitors of human APE1 endonuclease. recombinant APE1, TAMRA/BHQ-2 abasic DNA cleavage fluorescence. Potency, µM (highest dose often 65.8 µM), without a hit: top-dose activity change, negative = inhibition, most hits filed as inhibitors. 350,000 tested, 0.35% active;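 also: potency is read from the fitted curve at half-maximal effect; plate controls were vehicle for no effect and reference inhibitor for full effect; nearly all actives have a fitted effect of over 55% in size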
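APE1 at 0.75 nM preincubated 15 min at room temperature with compound. Reaction then started with 50 nM double-stranded THF-abasic substrate labelled with TAMRA/BHQ-2, and 525/598 nm fluorescence read kinetically. Activity taken as third-minus-first read difference, normalized to DMSO and NSC13755 controls.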
Apoferritin bind: candidate novel general anesthetic via apoferritin binding. P02791. apoferritin/1-aminoanthracene competitive binding, fluorescence. Potency, µM (top dose mostly 77.5 µM), inactives show at the highest dose activity change, negative = displacement, hits mostly inhibitors. 350,000 tested, 0.074% active. AID 485281; also: potency is read from the fitted curve at half-maximal effect; % is scaled to controls: 0 for no effect and ±100 for the full control effect; nearly all actives have a fitted effect of over 20% in size
Target sequence (P02791 2-175 limits assumed): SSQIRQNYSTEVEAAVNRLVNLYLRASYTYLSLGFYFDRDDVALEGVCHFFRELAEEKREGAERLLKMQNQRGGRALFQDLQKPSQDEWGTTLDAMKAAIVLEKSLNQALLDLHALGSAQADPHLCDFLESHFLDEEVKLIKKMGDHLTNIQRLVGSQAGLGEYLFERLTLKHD
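Steps: apoferritin (10 uM) was premixed with half-saturated 1-AMA in PBS, compounds were pin-transferred, plates stood 10 min at room temperature, fluorescence was read at 380/535 nm, and curves were fitted with a Hill equation.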
ERG-DNA inh: blocks human ERG Ets domain binding to DNA | 370,000 tested, 0.028% active | P11308 | Potency, µM (titrated, usually from 76.9 µM), for inactives: top-dose FP activity, negative = inhibition, hits mostly inhibitors | AID 624246 | fluorescence polarization, His-ERG Ets domain / labelled DNA; active = well fitted inhibition curve with a large enough effect in the polarisation, with a control signal flat; inconclusive = small, poorly fitted or top-dose-only effect, or effect the other way, or a change in a side signal; inactive = no such curve, though single readings can be large or run the other way; the % refers to the polarisation;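 also: polarization taken with two DNA probes labelled with fluorescein and Texas red; potency is read from the fitted curve at half-maximal effect; % of control where 0% means no effect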
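His-tagged ERG Ets domain (1 uM in the protein solution; 300mM KCl, 50mM Tris-HCl, 1mM EDTA, 1mM DTT, pH 7.5) received compound, then a probe mix of 5 nM fluorescein-DNA and 100nM Texas-615-DNA. Fluorescence polarization was read for both dyes.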
TRHR ag: activates the human TRH receptor; activation, % at 2 µM; TRHR cells, calcium flux fluo-8, FDSS agonist mode; P34981; 360,000 tested, 0.18% active; in the data active = activation above about 30%; also: 0% is about no effect
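Fluo-8-loaded TRHR cells; 10 s baseline, compound added, kinetic Ca2+ fluorescence read 1/s, agonist mode.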
ALOX12 inh: inhibitors of human 12S-lipoxygenase ALOX12. Potency, µM (titrated, usually from 108 µM), inactives show at the top dose activity change, negative = inhibition, usual class: inhibitors. 580,000 tested, 1.1% active. purified 12hLO, xylenol orange hydroperoxide absorbance. P18054. AID 1671190; also: potency is read from the fitted curve at half-maximal effect; % is scaled to controls: 0 for no effect and ±100 for the full control effect
Target sequence (P18054 whole entry, looked up): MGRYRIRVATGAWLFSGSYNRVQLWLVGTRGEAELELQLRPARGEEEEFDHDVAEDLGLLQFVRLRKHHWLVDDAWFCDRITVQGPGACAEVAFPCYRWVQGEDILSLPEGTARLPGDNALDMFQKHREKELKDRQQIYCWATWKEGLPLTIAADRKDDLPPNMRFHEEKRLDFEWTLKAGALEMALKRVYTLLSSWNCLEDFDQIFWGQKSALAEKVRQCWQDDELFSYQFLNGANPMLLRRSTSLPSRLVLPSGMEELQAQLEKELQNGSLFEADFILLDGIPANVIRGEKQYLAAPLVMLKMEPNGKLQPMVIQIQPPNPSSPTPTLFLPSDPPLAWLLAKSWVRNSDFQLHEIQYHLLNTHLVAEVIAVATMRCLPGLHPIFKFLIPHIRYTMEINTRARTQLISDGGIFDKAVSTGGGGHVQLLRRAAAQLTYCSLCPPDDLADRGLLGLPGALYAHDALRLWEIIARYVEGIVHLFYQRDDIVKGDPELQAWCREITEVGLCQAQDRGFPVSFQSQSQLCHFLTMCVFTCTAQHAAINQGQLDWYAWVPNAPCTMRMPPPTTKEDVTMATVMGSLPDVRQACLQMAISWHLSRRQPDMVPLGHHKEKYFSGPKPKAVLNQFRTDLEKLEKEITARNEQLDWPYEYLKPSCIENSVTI
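Hydroperoxide product was detected by ferrous iron/xylenol orange as the 573 to 405 nm absorbance ratio. Arachidonic acid at 40 uM (final) was turned over for 30 min at room temperature by 150 nM human 12hLO, pH 7.0 Hepes buffer, after 15 min compound preincubation.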
Pol iota inh: inhibitors of human DNA polymerase iota. Q9UNA4. Pol iota fluorescent replication assay, 10 min. Potency, µM (series often up to 115 µM), inactives show top-dose activity, negative = inhibition, actives largely listed as inhibitors. 390,000 tested, 1% active. AID 588590; also: potency is read from the fitted curve at half-maximal effect
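Fluorescent replication assay read twice, at 0 min and 10 min after adding 50 nM (final) substrate. Enzyme (10 nM) and compounds were first incubated 15 min at room temperature; enzyme-free buffer wells were negative controls.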
Pol beta inh: blocks human DNA polymerase beta activity. 340,000 tested, 1.3% active. Pol beta primer extension/strand displacement, fluorescence kinetic. P06746. Potency, µM (highest dose often 114 µM), for the others: at the highest dose activity change, negative = inhibition, usual class: inhibitors. AID 485314; also: potency is read from the fitted curve at half-maximal effect; % is scaled to controls: 0 for no effect and ±100 for the full control effect
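Preincubation: enzyme (10 nM) with compound, 15 min, RT. Reaction: substrate added to 50 nM final. Reads: 0 and 10 min. Analysis: normalized, Hill fit.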
BLM inh: Bloom syndrome helicase (human) inhibition; P54132; Potency, µM (doses to about 56.1 µM), without a hit: at the top dose activity change, negative = inhibition, most hits filed as inhibitors; 350,000 tested, 0.2% active; recombinant BLM DNA unwinding, fluorescence dequenching;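 also: potency is read from the fitted curve at half-maximal effect; plate controls were vehicle for no effect and no enzyme for full effect; nearly all actives have a fitted effect of over 35% in size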
Pol kappa inh: blocks human DNA polymerase kappa activity; 400,000 tested, 0.53% active; AID 588579; purified Pol kappa, fluorescent DNA synthesis assay, 10 min; Potency, µM (doses to about 107 µM), for the others: top-dose activity, negative = inhibition, hits mostly inhibitors; Q9UBT6; also: potency is read from the fitted curve at half-maximal effect; % is scaled to controls: 0 for no effect and ±100 for the full control effect
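Kinetic fluorescence screen: compound preincubated 15 min RT with 10 nM enzyme; 50 nM substrate (final) initiates; reads at 0/10 min.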
An asterisk follows results filed as active; ? = inconclusive; · = not tested or not shown; & = joins results of further samples; [ ] = another dose, or the depositor's remark. Unless noted, calls follow the shape of the dose curve; as a rule, active = well fitted curve in the direction sought with a large enough effect; inconclusive = small, poorly fitted or top-dose-only effect, or another doubt; inactive = no such curve, though single readings can be large; an effect the other way counts as inactive or inconclusive. These rows are one share of the data (hit frequency here may not be typical).

SMILES	APE1 inh	Apoferritin bind	ERG-DNA inh	TRHR ag	ALOX12 inh	Pol iota inh	Pol beta inh	BLM inh	Pol kappa inh
Cc1ncoc1C(=O)N1CCc2c([nH]c3ccccc23)C1C1CCCCC1 (configuration not stated)	6%	1%	3%	0.6	-11%	28%	34%	-6%	-8%
FC(F)(F)c1cc(-c2ccccc2)nc(NCc2cccnc2)n1	-5%	?	-3%	-0.1	0%	4%	-2%	-10%	-10%
CCSc1nnc(NC(=O)c2c(C)noc2C)s1	2%	0%	5%	-0.2	·	-10%	19%	-10%	-3%
CCOC(=O)C1=C(CN2CCN(c3ccc(Cl)cc3)CC2)NC(=O)NC1c1ccc(F)cc1 (configuration not stated)	·	-4%	5%	-0.7	?	11%	3%	-3%	-2%
C/C(=N\NC(=O)CC(C)C)c1ccc(N2CCCCC2)cc1	1%	-3%	1%	-0.7	10%	12%	29%	0%	2%
Cc1cc(OCC(O)CN)ccc1Cl (configuration not stated)	-3%	-12%	-1%	-2.6	-2%	162%[activator]	-5%	-9%	-20%
CCN1C(=O)c2ccccc2S(=O)c2ccc(C(=O)N3CCN(c4ccccc4OC)CC3)cc21 (configuration not stated)	·	-14%	4%	-0.5	9%	2%	-20%	-2%	-6%
CC(=O)c1c(O)c(C)c(O)c2c1OC1=CC(=O)C(C(C)=O)C(=O)[C@@]12C (some centres not stated)	21%&-6%	0%	-7%	0.0	?	-24%	1%	1%&0%	-30%
CC1CCCCC1NS(=O)(=O)c1ccc(S(=O)(=O)N2CCCC2)cc1 (configuration not stated)	-1%	?	-2%	0.3	-12%	-7%	2%	-3%	-7%
CCCCCCc1cc2cc(C(=O)NCc3ccccc3)c(=N)oc2cc1O	-4%	18%	7%	18	-19%	19%	8%	-2%	-9%
CCC(C)NS(=O)(=O)c1cc2c3c(c1)CCC(=O)N3CCC2 (configuration not stated)	32%	-4%	-3%	-0.2	?	-6%	-2%	-2%	-18%
O=C1NCC(=O)N2CCC[C@@H]12	·	·	-7%	·	-3%	27%	·	·	-3%
O=C(Nc1nc(-c2ccc3c(c2)OCCO3)cs1)c1ccc(S(=O)(=O)N2CCCCC2)cc1	?	-6%	·	0.9	-28%	21%	9%	-8%	-4%
CC(=O)N(C)Cc1ccc(C(=O)CCl)cc1	-5%	0%	-10%	-0.1	-21%	91%[activator]	?	1%	-7%
CC(C)CC(N)C(=O)OCc1ccc([N+](=O)[O-])cc1 (configuration not stated)	1%	1%	-9%	-0.2	86%[activator]	3%[58.9 µM]	-15%	2%	-6%
COc1ccc(C(=O)N2CCCC(C(=O)N3CCN(c4ccccc4)CC3)C2)cc1 (configuration not stated)	-1%	-6%	0%	-0.5	?	-22%[58.9 µM]	?	-3%	0%
Cc1ccc(S(=O)(=O)Nc2cccc3ncccc23)s1	?	?	4%	-0.3	·	?	13%	-12%	0%
COc1ccc(-c2nnc(SCC(=O)N3CCCC3=O)n2N)cc1OC	56%[activator]	·	10%	·	25%	10%	·	·	-9%
O=S1(=O)c2c(F)cccc2O[C@@H](COCc2ccccc2)CN1CCc1ccc(F)cc1	·	·	9%	·	1%	10%	·	·	-6%
O=C(NCC(c1ccccc1)N1CCCC1)C1CCN(C(=O)Nc2ccccc2)CC1 (configuration not stated)	11%	·	-3%	-0.3	5%	21%	·	·	2%
O=C(CSc1nc2ncccc2[nH]1)c1ccc(F)cc1	13%	-12%	0%	-0.1	0%	2%	-2%	3%	-21%
Cc1cccc(OC(=O)c2cncc(Br)c2)c1	1%	1%	1%	-0.2	-12%	21%	4%	-1%	-5%[60.1 µM]
COc1ccc(CN2CCNC(=O)C2CC(=O)N(C)CCCN2CCOCC2)cc1C (configuration not stated)	21%	-5%	0%	0.4	0%	28%	-9%	2%	2%
CCOC(=O)Nc1nnc(/C=C/c2ccc(OC)cc2)s1	2%	49%[activator]	5%	0.3	9%	17%	-2%	-8%	3%
N#Cc1c(N)nc2c(c1N)CC(=O)N2c1ccc(Cl)cc1	-4%	?	-1%	-0.1	?	120%[activator]	10%	-21%	-9%
O=C(CSc1nc2c(c(=O)n1-c1ccc(F)cc1)SCC2)NCc1ccco1	-8%	-20%	1%	-0.4	?	-8%	-10%	-7%	-19%
Cc1cnc(NC(=O)CSc2nnc(COc3ccccc3)o2)s1	-6%	-11%	-6%	0.4	9%	51%[activator]	19%	-8%	3%
c1ccc(C2(CN3CCNC[C@@H]3CC3CCCCC3)CC2)cc1	13%	·	-9%	·	-3%	-14%	·	·	8%
COC(=O)c1ccc(Cn2cnc3c(Cl)ncnc32)cc1	·	·	3%	·	12%	16%	·	·	-10%
Cc1ccc(/C=N/NC(=O)c2ccc3nc[nH]c3c2)s1	15%	-1%	-6%	0.6	5%	-5%	?	2%	-10%
CC(C)c1cc[n+](-c2nc([O-])sc2C=O)cc1	-1%	0%	-5%	0.7	?	-5%	-12%	-5%	1%
CC(O)c1nc2ccccc2n1CCCc1ccccc1 (configuration not stated)	?	-8%	11%	-1.4	8%	-25%	43%	-7%	-19%
CCOC(=O)N1CCN(C(=O)c2c[nH]c3ccc(S(=O)(=O)N(C)c4ccccc4C)cc3c2=O)CC1	14%	-16%	-9%	0.8	-14%	19%	53%	1%	5%
O=C(COc1ccc(Cl)cc1Cl)OCC(=O)N1CCCc2ccccc21	-7%	-2%	4%	1.0	-15%	26%	15%	-7%	-11%[60.1 µM]
Cc1ccc(S(=O)(=O)Nc2ccc3nc(-c4ccc(F)cc4)oc3c2)cc1	·	?	1%	0.5	?	25%	-21%	-16%	-21%
Cc1ccc(NC(=O)CN2C(=O)NC(Cc3ccccc3)C2=O)cc1Cl (configuration not stated)	12%	·	7%	0.4	210%[activator]	-18%	·	·	3%
O=C(COC(=O)CN1C(=O)C2CCCCC2C1=O)Nc1ccc(F)c(F)c1F (configuration not stated)	14%	·	-1%	·	8%	20%	·	·	2%
Cc1nc2c(F)c(F)c(C(F)(F)F)c(F)c2[nH]1	3%	-9%	-5%	1.8	0%	13%	9%	-1%	-14%
CNC(=S)Nc1ccc(C(N)=O)cc1	0%	-8%	-3%	-3.7	0%	46%[activator]	24%	2%	0%
COc1ccccc1C1C(C(=O)Nc2ccccc2)=C(C)Nc2nc(-c3ccccc3)nn21 (configuration not stated)	·	0%	0%	-0.8	-18%	?	-23%	-4%	-12%

Part of the list above in order of formula weight, lowest first.
SMILES	APE1 inh	Apoferritin bind	ERG-DNA inh	TRHR ag	ALOX12 inh	Pol iota inh	Pol beta inh	BLM inh	Pol kappa inh
CC(=O)N(C)Cc1ccc(C(=O)CCl)cc1	-5%	0%	-10%	-0.1	-21%	91%[activator]	?	1%	-7%
CC(O)c1nc2ccccc2n1CCCc1ccccc1 (configuration not stated)	?	-8%	11%	-1.4	8%	-25%	43%	-7%	-19%
COC(=O)c1ccc(Cn2cnc3c(Cl)ncnc32)cc1	·	·	3%	·	12%	16%	·	·	-10%
O=C(COC(=O)CN1C(=O)C2CCCCC2C1=O)Nc1ccc(F)c(F)c1F (configuration not stated)	14%	·	-1%	·	8%	20%	·	·	2%
COc1ccc(C(=O)N2CCCC(C(=O)N3CCN(c4ccccc4)CC3)C2)cc1 (configuration not stated)	-1%	-6%	0%	-0.5	?	-22%[58.9 µM]	?	-3%	0%
COc1ccc(CN2CCNC(=O)C2CC(=O)N(C)CCCN2CCOCC2)cc1C (configuration not stated)	21%	-5%	0%	0.4	0%	28%	-9%	2%	2%
COc1ccccc1C1C(C(=O)Nc2ccccc2)=C(C)Nc2nc(-c3ccccc3)nn21 (configuration not stated)	·	0%	0%	-0.8	-18%	?	-23%	-4%	-12%
CCN1C(=O)c2ccccc2S(=O)c2ccc(C(=O)N3CCN(c4ccccc4OC)CC3)cc21 (configuration not stated)	·	-14%	4%	-0.5	9%	2%	-20%	-2%	-6%

Next section
SMILES	APE1 inh	Apoferritin bind	ERG-DNA inh	TRHR ag	ALOX12 inh	Pol iota inh	Pol beta inh	BLM inh	Pol kappa inh
CCOC(=O)c1c(/N=C/c2cc(C)ccc2O)sc2c1CCC2	3%	-13%	-7%	-0.5	?	13%	14%	-2%	-9%
N#Cc1cccc(-c2nc3cnc(N4CCOCC4)nc3n(C3CC3)c2=O)c1	-6%	·	·	·	?	·	·	-9%	6%[60.1 µM]
NNC(=O)c1ccc(CSc2nc3ccccc3[nH]2)cc1	-8%	-7%	0%	-0.7	6%	72%[activator]	0%	3%	-17%
Cc1cc(Nc2cccc(F)c2)n2c(n1)nc1ccccc12	-7%	-4%	·	-1.3	0%[57.4 µM]	22%	7%	0%	5%[60.1 µM]
CN(C(=O)CC1C(=O)NCCN1Cc1cccc(F)c1F)C1CCOCC1 (configuration not stated)	15%	-1%	3%	-0.1	7.1µM*	30%	19%	0%	-1%
CCCc1nc2ccccc2n1CC(O)COc1ccc(NC(C)=O)cc1 (configuration not stated)	-8%	-4%	8%	-0.2	8%	75%[activator]	0%	-7%	0%
O=C(COc1ncnc2cc([N+](=O)[O-])ccc12)NC(=O)NC1CCCCC1	-8%	?	1%	0.9	-1%	13%	-8%	-3%	10%
Cc1cc(N)n(-c2nc(-c3cccnc3)nc3ccccc23)n1	-12%	-17%	-19%	-0.7	1%	21%	?	1%	-15%

Compound activity from PubChem.
